TPT1 inh = C. albicans TPT1 enzyme inhibition | 0.81% of 300,000 active | recombinant caTPT1, FP RNA substrate dephosphorylation | inhibition, % at 5 µM;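 active = inhibition above the mean of all tested compounds plus 3 SD, set per screening campaign, cut at about 24% in these data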;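 also: plate controls were DMSO alone for no effect and ferristatin control at 100 nM for full effect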
Fam108B inh = counter-screen for RBBP9 inhibitors: inhibitors of mouse Fam108B | recombinant Fam108B, FP-Rh probe fluorescence polarization | inhibition, % at 9.51 µM | 0.33% of 300,000 active;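 active = inhibition above the screen mean inhibition plus 3 SD, computed separately per campaign, cut at about 18% in these data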;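 also: inhibitors lower polarization as less probe binds the enzyme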
PME-1 primary = PME-1 (human) inhibition. Q9Y570. inhibition, % at 5.9 µM. 0.53% of 320,000 active. recombinant PME-1, FP-Rh probe fluorescence polarization;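 active = inhibition above the campaign mean of all compounds plus 3 SD, cut at about 26% in these data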;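 also: competitive labeling of PME-1 active site by serine hydrolase directed probe; 0% = PME-1 with DMSO and 100% = wells lacking PME-1 enzyme; inhibitors block probe labeling so polarization falls and inhibition rises; many of its hits are not listed in these tables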
Target sequence (Q9Y570 whole entry, looked up): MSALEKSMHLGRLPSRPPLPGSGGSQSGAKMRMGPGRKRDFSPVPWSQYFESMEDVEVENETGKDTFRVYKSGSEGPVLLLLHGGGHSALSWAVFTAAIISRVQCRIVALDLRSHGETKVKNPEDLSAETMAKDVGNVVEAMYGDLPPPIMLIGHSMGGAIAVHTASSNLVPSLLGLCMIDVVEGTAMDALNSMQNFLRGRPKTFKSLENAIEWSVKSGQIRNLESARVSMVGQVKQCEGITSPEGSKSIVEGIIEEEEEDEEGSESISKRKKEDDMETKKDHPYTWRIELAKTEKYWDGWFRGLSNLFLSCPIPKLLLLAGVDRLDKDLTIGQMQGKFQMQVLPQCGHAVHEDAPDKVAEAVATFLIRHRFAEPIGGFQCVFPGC
MCL1-BIM inh = disrupts human MCL1 binding to BIM-BH3 peptide; Q07820; GST-MCL1 / FITC-Bim-BH3 fluorescence polarization; inhibition, % at 10.9 µM; 0.68% of 320,000 active; AID 2057;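 active = inhibition above the mean inhibition of all tested compounds plus 3 SD, set per campaign, cut at about 40% in these data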;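 also: 0% = DMSO wells and 100% = unlabeled Bim-BH3 peptide control; higher means more loss of mP so more displacement of Bim peptide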
PAD4 FP inh = inhibitors of human PAD4. recombinant PAD4, RCA probe fluorescence polarization. inhibition, % at 6.36 µM. AID 485272. 0.41% of 330,000 active;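 active = percent inhibition above a cutoff equal to the mean of all tested compounds plus 3 SD, cut at about 15% in these data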;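 also: 0% = PAD4 with RCA probe and DMSO and 100% = probe without PAD4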
Target sequence (Q9UM07 whole entry, looked up): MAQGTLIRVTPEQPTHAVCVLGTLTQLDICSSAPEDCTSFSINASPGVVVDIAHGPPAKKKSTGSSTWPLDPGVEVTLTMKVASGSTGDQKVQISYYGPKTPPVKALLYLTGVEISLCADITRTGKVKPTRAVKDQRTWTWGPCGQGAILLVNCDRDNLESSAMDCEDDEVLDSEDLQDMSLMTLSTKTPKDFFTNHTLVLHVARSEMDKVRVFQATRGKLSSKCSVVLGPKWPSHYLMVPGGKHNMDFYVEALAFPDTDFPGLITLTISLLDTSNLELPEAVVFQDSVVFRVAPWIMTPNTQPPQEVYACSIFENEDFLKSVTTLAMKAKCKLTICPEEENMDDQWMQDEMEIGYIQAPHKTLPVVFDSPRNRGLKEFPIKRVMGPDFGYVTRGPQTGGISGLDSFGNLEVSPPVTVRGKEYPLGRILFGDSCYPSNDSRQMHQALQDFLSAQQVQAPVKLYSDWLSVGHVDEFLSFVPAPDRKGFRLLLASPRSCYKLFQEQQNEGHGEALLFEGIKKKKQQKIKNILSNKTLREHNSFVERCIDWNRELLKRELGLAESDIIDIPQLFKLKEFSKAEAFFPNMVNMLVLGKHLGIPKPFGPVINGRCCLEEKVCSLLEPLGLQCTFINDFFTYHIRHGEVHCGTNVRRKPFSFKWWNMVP
Bcl-xL primary = blocks human Bcl-xL binding to Bim BH3 peptide; Q07817; GST-Bcl-xL / FITC-Bim BH3 peptide fluorescence polarization; inhibition, % at 10.9 µM; 0.7% of 320,000 active; AID 2129;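 active = inhibition above the mean of all tested compounds plus 3 SD, cutoff set per campaign, cut at about 30% in these data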;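 also: 0% = DMSO wells and 100% = unlabeled Bim-BH3 peptide competitor; inhibitors lower millipolarization by displacing the labeled peptide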
GLD-1 RNA inh = GLD-1-TGE RNA interaction inhibition (C. elegans). purified GLD-1 + fluorescein TGE RNA, fluorescence polarization. inhibition, % at 5.96 µM. 0.44% of 320,000 active. AID 2280;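 active = percent inhibition above a per-plate cutoff, the plate mean of test compounds plus 3 SD, cut at about 30% in these data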;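 also: 0% = DMSO wells with GLD-1 and probe and 100% = wells lacking GLD-1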
GSTO1 inh = GSTO1 inhibition, counter-screen for RBBP9 inhibitors | P78417 | recombinant GSTO1, activity-based probe fluorescence polarization | inhibition, % at 5.96 µM | 1.1% of 300,000 active | AID 1974;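 active = inhibition above the campaign mean inhibition plus 3 SD, cut at about 35% in these data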;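 also: 0% = GSTO1-1 with DMSO and 100% = wells lacking GSTO1-1 enzyme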
MEX-5 binding = C. elegans MEX-5 TCR-2 RNA binding activity. Q9XUB2. activity score (negative = inhibition of binding), % at 10 µM. MEX-5/FITC-TCR2 RNA binding, fluorescence polarization; active compounds read low. 0.38% of 300,000 active;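 active = inhibition past about -25% in most replicates, and total fluorescence under double the plate's negative control median, limit read from the data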;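 also: 0% = DMSO and -100% = 5 µM competing unlabeled TCR2 RNA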
Starred values were filed as active, the others as inactive; x = no result given. A portion of the library (hit frequency here may not be typical).

SMILES,Fam108B inh,GLD-1 RNA inh,PME-1 primary,TPT1 inh,PAD4 FP inh,MEX-5 binding,GSTO1 inh,Bcl-xL primary,MCL1-BIM inh
CCCCN(C)CCCNC(=O)c1cc(-c2cccnc2)nc2ccccc12,-1,-6,-5,-2,2,-1.3,4,3,1
COc1ccccc1N(CC(=O)Nc1ccc2c(c1)OCCO2)S(=O)(=O)c1ccc(C)cc1,4,5,-5,0,-3,1.6,1,7,3
O=C(NCCC1CCCCN1S(=O)(=O)c1ccccc1)C(=O)NCc1ccncc1 (configuration not stated),-1,1,-3,-1,-2,0.2,11,0,-4
Cc1ccc(Nc2nc(CSc3nnc(-c4ccncc4)n3-c3ccccc3C)cs2)cc1,7,-7,13,6,-7,4.1,-1,-5,-12
COc1ccc(O)c(C(=O)c2cnc3c(c2)c(C)nn3C)c1,0,-5,1,4,1,-2.6,-1,7,6
CC1(C)CC(CNCCC(c2ccc(F)cc2)c2ccco2)CCO1 (configuration not stated),1,1,-7,0,-1,1.2,-7,4,1
N#CC1=C(N)N(c2ncn[nH]2)C2=C(C(=O)CCC2)C1c1ccc(F)cc1 (configuration not stated),6,1,0,4,3,-5.4,5,4,4
CCCNCc1cc(OCC)c(OCC(N)=O)cc1Br,1,0,3,6,-5,x,-1,-2,-3
COc1ccccc1N1CCN(C(=O)CC2NC3CCCCC3NC2=O)CC1 (configuration not stated),0,-1,4,-4,0,-3.8,5,6,8
COc1cc2c(cc1NC(=O)C(C)OC(=O)/C=C/c1ccc(OC(F)F)cc1)oc1ccccc12 (configuration not stated),-1,0,-1,-3,2,1.7,-2,7,-2
C[C@@H]1CN(Cc2nc(-c3ccc(Cl)cc3)no2)C[C@H](C)O1,0,5,0,0,-4,-0.4,-6,7,-6
Cc1ccc(CS(=O)(=O)CCC(=O)NCc2ccccn2)cc1,0,5,-1,-3,0,-3.1,-10,7,0
Cc1cccc(S(=O)(=O)NNC(=O)c2cc(-c3ccc(F)cc3)nc3ccccc23)c1,-2,2,-4,3,-3,-0.3,-1,2,-1
COC(=O)c1cc(-c2cc(OC)ccc2OC)nc2c1c(=O)n(C)c(=O)n2Cc1ccccc1,-5,-6,-3,1,-4,-5.8,6,-5,1
CC(C)CN(C(=O)c1ccc(F)cc1F)c1c(N)n(CC(C)C)c(=O)[nH]c1=O,3,8,0,0,-1,-1.6,13,4,-5
Cc1cc(C)c2nc(NC(=O)CN3C(=O)NC4(CCCC4)C3=O)sc2c1,-5,8,-1,-1,6,-2.5,10,-1,-1
CN(C)c1ccc(/C=N/NS(=O)(=O)c2ccc(Br)cc2)cc1,-4,5,2,2,-1,-13,15,2,-1
Oc1cc2c(cc1O)C(c1ccccc1)CNCC2 (configuration not stated),-4,1,-4,-1,0,-30*,8,19,13
Cc1ccc(C)c(OCCCCn2cnc3ccccc3c2=O)c1,-7,-3,5,0,1,0.3,4,1,-6
CCC(C)n1c(SCC(=O)NC(=O)c2cccn2C)nc2ccccc2c1=O (configuration not stated),-1,7,-2,0,3,1.2,5,12,2
Cc1ccn2c(=O)c(NC(=O)c3cccs3)c(C)nc2c1,1,-3,1,-1,-9,-3.3,0,2,-3
CN1CCc2c(sc(NC(=O)CS(=O)(=O)c3ccccc3)c2C(N)=O)C1,2,-4,5,-4,-3,-5.0,-1,2,7
Cc1ccc(OCC(=O)Nc2cccc(O)c2)cc1C,2,2,-23,-2,5,-1.8,-1,6,2
Cc1cccc(OCCN2CCOCC2)c1C,2,3,-6,-1,3,3.2,4,-1,12
CCC(C)(C)NC(=O)c1cc(S(=O)(=O)N2CCCCC2)ccc1N1CCOCC1,2,6,7,-4,-4,-1.4,-1,5,4
COc1ccc(-n2nc(C(=O)NCC(=O)Nc3ccc(F)cc3)c3ccccc3c2=O)cc1,-15,-3,-22,1,-4,0.4,-12,6,9
CCn1c(CNC(=O)c2cccc(C)c2)nnc1SCC(=O)Nc1nnc(C)s1,-2,8,-2,-1,-1,-0.8,2,2,-1
COc1ccc(S(=O)(=O)N2CCC(C(=O)NCC3CC3)CC2)cc1,-2,1,2,-2,-1,0.5,5,3,2
Cc1cc(C)cc(NC(=O)CSc2nc3ccncc3[nH]2)c1,4,-6,2,1,1,1.5,2,1,6
Cn1nnnc1-c1cc(Br)ccc1NC(=O)c1ccccc1,1,-1,-5,-2,2,-0.2,-3,6,7
CN(C/C=C/c1ccccc1[N+](=O)[O-])Cc1ccccc1,-2,-5,1,0,0,-1.3,4,0,-4
COC(OC)c1ccnc(-c2ccc(OC(=O)c3ccc(F)cc3)cc2)n1,-8,6,3,-4,2,0.3,-4,5,5
CC1(C)NC(=O)N(CC(=O)N2CCN(S(=O)(=O)c3ccccc3C(F)(F)F)CC2)C1=O,x,1,1,x,0,x,x,3,3
CN(C)S(=O)(=O)c1ccc(C(=O)NCc2ccco2)cc1,-6,-3,0,1,-1,-0.2,0,2,-10
CN(C)S(=O)(=O)c1cccc(C(=O)NCC2CCCCC2)c1,4,4,7,-2,0,2.3,-1,2,-1
CC1(c2ccc(OC(F)F)cc2)NC(=O)N(CC(=O)Nc2ccc(OC(F)F)cc2)C1=O (configuration not stated),-1,2,-4,0,0,0.2,-1,0,-1
CSc1ncccc1C(=O)NC1CCN(Cc2ccccc2)CC1,2,2,-5,-1,2,0.0,1,1,-1
O=C(CSc1ccc(-c2ccc(Br)cc2)nn1)N1CCOCC1,-1,6,-3,-4,-1,0.7,3,1,-7
COc1cc2c(cc1O)C(SC)=NC(C)(C)C2,-2,-3,5,0,-2,0.3,3,6,6
O=C(CCC(=O)Nc1ccccc1Cl)NNC(=O)COc1ccc([N+](=O)[O-])cc1,x,-2,-6,x,-4,x,x,4,-1
O=[N+]([O-])c1cccc(CSC2=NCCN2S(=O)(=O)c2ccccc2)c1,1,3,15,0,-1,0.8,8,0,-5
COC(=O)C/C=C/[C@@H](C)[C@@H](/C=N/OC[C@H]1O[C@H](c2ccccc2)C=C[C@@H]1Oc1ccc(OC)cc1)OC,5,-5,1,-3,-1,3.6,3,3,2
CCOc1ccc(NC(=O)CN2C(=O)C3CCCN3C2=O)cc1 (configuration not stated),-2,-4,-1,-2,-3,2.3,0,1,1
COc1ccc(NC(=O)NNC(=O)c2ccc(Cl)cc2Cl)cc1OC,-1,0,-6,-3,1,-0.8,14,2,-4
COc1ccc(NS(=O)(=O)c2cc(NC(=O)C3CC3)ccc2N2CCOCC2)cc1,-1,6,2,-1,0,2.0,2,8,0
CC(=O)Nc1ccc(S(=O)(=O)N(C2=NCC(C)S2)c2ccccc2)cc1 (configuration not stated),1,3,14,-2,-8,1.4,-6,3,2
Fc1cccc(Cl)c1CNc1ccc(N2CCCC2)cc1,9,8,13,3,4,0.7,37*,14,36
Cc1ccc2c(Cl)cc(Cl)c(OCC(=O)Nc3cccc(S(=O)(=O)N(C)C)c3)c2n1,4,-5,3,2,3,0.9,2,-2,-7
O=C(c1ccc(F)cc1F)N1CCCC(c2nc(-c3ccc(F)cc3)no2)C1 (configuration not stated),-2,5,8,-1,-4,-0.9,-1,4,7
O=C(c1ccccc1-n1cccc1)N1N=C(C(F)F)CC1(O)C(F)F (configuration not stated),1,1,4,0,-1,-1.6,-2,-1,-4
CCc1nnc(NS(=O)(=O)c2ccc(NC(=O)c3cccc(Cl)c3)cc2)s1,14,-3,-6,-1,0,1.1,-5,1,1
COC(=O)c1ccc(NC(=O)Nc2ccc(F)cc2)cc1,-2,26,-16,-11,0,-2.4,-13,5,1
Cc1ccc(C2C3=C(CC(C)(C)CC3=O)N=C3c4ccccc4C(=O)C32)cc1 (configuration not stated),23*,10,11,2,-1,-1.8,-3,2,-1
CC(C)C[C@H]1COCCS(=O)(=O)N1Cc1cccc(Cl)c1,-2,3,-5,1,2,0.2,4,4,6
CC1CCN(C(=O)c2nc[nH]c2C(=O)O[C@H](C)c2ccccc2)CC1,x,7,-4,x,-4,x,x,3,-8
CC(=O)Oc1ccc(C(=O)[C@H]2[C@H]3C(=O)N(c4ccc(C)cc4)C(=O)[C@H]3[C@@H]3C=CC=NN32)cc1,1,38*,-5,8,-11,8.3,5,29,25
c1ccc(CSCCc2ccncc2)cc1,2,0,-4,-4,3,-0.6,7,5,3
CN(CC1CCN(CCc2cccc(C(F)(F)F)c2)CC1)C(=O)c1ccc(F)cc1F,-2,2,2,-2,0,0.1,1,-1,5
O=C(NNS(=O)(=O)c1ccc(F)cc1)c1cccc(O)c1,0,2,7,-3,0,-2.6,2,7,6
OCC[C@H]1C[C@H](O)[C@@H](O)[C@@]2(Cc3ccccc3CCO2)O1,3,2,1,-1,0,x,3,0,-2

(further entries)
SMILES,Fam108B inh,GLD-1 RNA inh,PME-1 primary,TPT1 inh,PAD4 FP inh,MEX-5 binding,GSTO1 inh,Bcl-xL primary,MCL1-BIM inh
CCCCCn1c(=O)c(F)cn(Cc2ccc(OC)c([N+](=O)[O-])c2)c1=O,1,2,1,1,3,-1.1,-6,4,3
Cc1nc2ccc(NC(=O)Cc3ccc(Br)cc3)cc2s1,-1,6,2,-2,-2,-1.7,0,-7,-17
Cc1cc(C(=O)N(C)C)sc1-c1ccccc1,1,-1,7,-1,-2,0.7,0,3,3
Cc1ccc(S(=O)(=O)N(CC2CO2)c2cc(Cl)ccc2Cl)cc1 (configuration not stated),2,0,-1,0,0,0.2,85*,0,5
Cc1cccc(CN2C3=NCCCN3c3ccccc32)c1,-2,0,-1,3,1,0.6,-4,-1,-7
CCOc1ccc(NC(=O)CN2CCN(CC(=O)Nc3ccc4c(c3)OCCO4)CC2)cc1,-1,0,5,-3,-3,x,10,3,-4
Cc1ccc(CNC(=O)COc2cc(O)c3c(c2)OC(C)(C)CC3=O)cc1,-5,-4,0,-7,-2,1.3,4,4,8
Cc1ccccc1-c1ncc(CN2CCN(C3CCCC3)C(CCO)C2)cn1 (configuration not stated),2,-1,3,-2,1,-1.0,7,-2,-4
O=C1c2ccccc2C(=O)N1CC(O)CN1CCOCC1 (configuration not stated),-6,1,-7,4,0,0.4,6,-1,2
CCCCC1CC(CSc2ncn[nH]2)OC1=O (configuration not stated),2,0,4,0,-3,0.3,-3,2,0
CC1CCCCN1CCn1c(=S)[nH]c2cc3c(cc2c1=O)OCO3 (configuration not stated),4,4,2,-2,2,1.7,15,-1,9
NS(=O)(=O)c1ccc(O)c(N2C(=O)c3cccc4c(C(=O)O)ccc(c34)C2=O)c1,4,13,3,-1,-3,-17,1,16,18
Cc1cc2oc(C(=O)N(Cc3ccccc3)c3ccccn3)cc(=O)c2cc1Cl,1,11,-7,2,-2,1.4,3,0,-1
COc1ccc2cc(C(C)c3nc4ccccc4c(=O)n3N)ccc2c1 (configuration not stated),0,6,-3,4,4,2.9,4,3,6
CCc1c(C)nc2ncnn2c1N1CCC(C(=O)N2CCN(c3ccc(F)cc3)CC2)CC1,-6,-7,3,-1,-7,-1.1,2,0,-1
Nc1c(S(=O)(=O)c2ccccc2)c2nc3ccccc3nc2n1Cc1ccco1,-3,47*,-1,20,-17,2.3,2,23,11
